Source: PubChem
mIDH1 inhibitor: qHTS for Inhibitors of mutant isocitrate dehydrogenase 1 (IDH1): qHTS; Isocitrate dehydrogenase [NADP] cytoplasmic (Homo sapiens), O75874; IDH1-R132H enzyme, NADPH consumption, diaphorase/resazurin fluorescence; Potency, µM (doses to about 76.6 µM), for inactives: top-dose activity change, negative = inhibition, usual class: inhibitors; actives 0.093% (n = 390,000); AID 602179, 2012; note: potency is the fitted concentration of half-maximal effect; % is set by controls: 0 for no effect and ±100 for the full control effect; nearly all actives have a fitted effect of over 65% in size
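IDH1-R132H (0.5 ug/mL dispensed) in pH 7.5 Tris buffer was preincubated 30 min with compound, then given a substrate mix of 0.016 mM NADPH and 2 mM alpha-KG for 80 min at room temperature; remaining NADPH was read by diaphorase/resazurin fluorescence.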
HP1b binding inh: HTS for Inhibitors of HP1-beta Chromodomain Interactions with Methylated Histone Tails; Chromobox protein homolog 1 (Homo sapiens), P83916; AlphaScreen HP1-beta / biotin-H3K9me3 peptide binding; Potency, µM (series often up to 114 µM), for inactives: at the top dose activity change, negative = inhibition, usual class: inhibitors; actives 0.56% (n = 390,000); note: potency is the fitted concentration of half-maximal effect; nearly all actives have a fitted effect of over 70% in size; inactives centre near 23
Target sequence (P83916 whole entry, looked up): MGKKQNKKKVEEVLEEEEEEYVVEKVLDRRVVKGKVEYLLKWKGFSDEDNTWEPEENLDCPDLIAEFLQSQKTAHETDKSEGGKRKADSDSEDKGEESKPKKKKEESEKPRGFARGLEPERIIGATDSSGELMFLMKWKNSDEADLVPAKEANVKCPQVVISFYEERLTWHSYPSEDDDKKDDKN
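Compound inhibition of the preformed complex between 50 nM HP1-beta and 50 nM biotinylated H3K9me3 peptide was read by AlphaScreen. Buffer was PBS pH 7.4 with 0.01% Tween-20. Incubations ran 30 min at room temperature, with 10 ug/mL donor/acceptor beads.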
TrxR1 substrate: qHTS Assay for Substrates of Mammalian Selenoprotein Thioredoxin Reductase 1 (TrxR1): qHTS | Thioredoxin reductase 1, cytoplasmic (Rattus norvegicus), O89049 | purified TrxR1 substrate turnover, NADPH consumption readout | Potency, µM (titrated, usually from 114 µM), for the others: top-dose activity change, negative = substrate turnover | actives 0.01% (n = 390,000) | AID 588456, 2011; note: potency is the fitted concentration of half-maximal effect; % is set by controls: 0 for no effect and ±100 for the full control effect; nearly all actives have a fitted effect of over 50% in size
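Rat TrxR1, dispensed at 90 nM, was prereduced with 400 uM NADPH (final) for 5 min at ~22 deg C, then incubated with compound 15 min before 400 uM selenite. A first-read NADPH fluorescence drop versus no-compound background flagged substrates.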
GLS inh: qHTS for Inhibitors of Glutaminase (GLS); Glutaminase kidney isoform, mitochondrial (Homo sapiens), O94925; GLS enzymatic activity, qHTS titration; Potency, µM (doses to about 45.5 µM), inactives show top-dose activity change, negative = inhibition, usual class: inhibitors; actives 0.21% (n = 410,000); note: potency is the fitted concentration of half-maximal effect; % is set by controls: 0 for no effect and ±100 for the full control effect
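Read-out is an Amplex red fluorescence increase coupled through glutamate oxidase and HRP, measured before and after 30 min room-temperature incubation. hKGA is in 45 mM KH2PO4 (pH 8.2) with 0.02% Tween-20; glutamine added as 1mM solution.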
Pin1 inh: qHTS Assay to Find Inhibitors of Pin1 | Pin1 FP peptide displacement, HiFluor488, 10 min | Potency, µM (highest dose often 115 µM), for the others: at the top dose activity, negative = inhibition, most hits filed as inhibitors | actives 0.009% (n = 390,000); active = well fitted inhibition curve with a large enough effect in the polarisation, with a control signal flat, not every such curve was filed as active; inconclusive = small, poorly fitted or top-dose-only effect, or effect the other way, or a change in a side signal; inactive = no such curve, though single readings can be large or run the other way; the % refers to the polarisation; note: potency is the fitted concentration of half-maximal effect; % is set by controls: 0 for no effect and ±100 for the full control effect
USP1-UAF1 inh: Inhibitors of USP1/UAF1: Primary Screen; AID 743255, 2014; recombinant USP1/UAF1, Ub-Rhodamine cleavage fluorescence; actives 0.23% (n = 390,000); Potency, µM (titrated, usually from 57.1 µM), without a hit: top-dose activity change, negative = inhibition, most hits filed as inhibitors; note: potency is the fitted concentration of half-maximal effect; % is set by controls: 0 for no effect and ±100 for the full control effect; nearly all actives have a fitted effect of over 60% in size; inactives centre near -12
Target sequence (O94782 whole entry, looked up): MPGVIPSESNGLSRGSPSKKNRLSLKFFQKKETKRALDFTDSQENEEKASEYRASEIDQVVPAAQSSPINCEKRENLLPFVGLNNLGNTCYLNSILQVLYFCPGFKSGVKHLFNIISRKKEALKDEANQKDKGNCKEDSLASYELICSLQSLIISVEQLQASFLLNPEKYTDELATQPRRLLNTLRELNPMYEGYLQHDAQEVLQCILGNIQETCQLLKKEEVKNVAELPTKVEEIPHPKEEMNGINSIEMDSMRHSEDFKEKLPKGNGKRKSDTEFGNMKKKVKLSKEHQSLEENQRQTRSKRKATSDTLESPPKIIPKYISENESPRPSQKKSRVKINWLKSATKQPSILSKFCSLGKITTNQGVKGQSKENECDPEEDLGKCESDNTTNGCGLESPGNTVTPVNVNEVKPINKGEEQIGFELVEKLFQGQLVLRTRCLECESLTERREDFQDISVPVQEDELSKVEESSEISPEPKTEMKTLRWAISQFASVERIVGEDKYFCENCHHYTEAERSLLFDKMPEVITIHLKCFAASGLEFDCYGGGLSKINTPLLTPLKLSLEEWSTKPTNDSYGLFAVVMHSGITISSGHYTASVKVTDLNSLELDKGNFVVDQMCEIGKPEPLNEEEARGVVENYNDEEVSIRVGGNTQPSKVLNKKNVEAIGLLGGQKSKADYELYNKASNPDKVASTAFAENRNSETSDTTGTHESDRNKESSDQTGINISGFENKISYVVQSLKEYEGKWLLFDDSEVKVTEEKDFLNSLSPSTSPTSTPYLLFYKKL
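Step one: compound is pinned into 1nM USP1/UAF1 in HEPES pH 7.8 buffer with TCEP. Step two: 15 min room-temperature incubation. Step three: Ub-Rho (150nM final) starts cleavage, tracked by fluorescence over six one-minute reads.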
PGK inhibitor: qHTS Assay to Find Inhibitors of Phosphoglycerate Kinase | Phosphoglycerate kinase, glycosomal (Trypanosoma brucei brucei), P07378 | PGK/GAPDH coupled, Kinase-Glo luminescence, 60 min | Potency, µM (series often up to 57.5 µM), for the others: top-dose activity change, negative = inhibition, hits mostly inhibitors | actives 0.043% (n = 380,000) | AID 602233, 2012; note: potency is the fitted concentration of half-maximal effect; % is set by controls: 0 for no effect and ±100 for the full control effect; nearly all actives have a fitted effect of over 60% in size
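Luminescent ATP detection (Kinase-Glo Plus) follows a 60-minute room-temperature incubation, with wells lacking PGK as controls. Buffer: 100 mM TEA (pH 7.6), 5 mM MgCl2, 0.01% Tween-20. Coupling enzyme GAPDH (100 nM final) supplies unstable 1,3-BPG in-well.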
PI4K2A inh: qHTS for small molecular inhibitors of PI4K2A. Phosphatidylinositol 4-kinase type 2-alpha (Homo sapiens), Q9BTU6. AID 1346378, 2018. activity change, negative = inhibition, % at 76.9 µM. purified PI4K2A, ADP-Glo luminescence, 1 h; hits give low values. actives 0.13% (n = 420,000); in the data active = activity change below about -50%; inconclusive = mostly about -30% to -49%;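 note: -100% = wells without enzyme as full effect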
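ADP-Glo luminescence measured ADP generated by PI4K2A enzyme (4 ug/mL before mixing) with 1.2 mM PI substrate (pre-mix) and 300 microM ATP (pre-mix). Tris pH7.5 buffer with MgCl2, Triton X-100; 1 h reaction at ambient temperature.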
rTrxR1 inhibitor: qHTS Assay for Inhibitors of Mammalian Selenoprotein Thioredoxin Reductase 1 (TrxR1): qHTS. actives 1% (n = 390,000). Thioredoxin reductase 1, cytoplasmic (Rattus norvegicus), O89049. recombinant rTrxR1, NADPH fluorescence consumption, selenite substrate. Potency, µM (series often up to 114 µM), without a hit: at the top dose activity change, negative = inhibition, actives largely listed as inhibitors. AID 588453, 2011; note: potency is the fitted concentration of half-maximal effect; % is set by controls: 0 for no effect and ±100 for the full control effect; nearly all actives have a fitted effect of over 65% in size
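Rat TrxR1 (90 nM in the dispensed reagent) was pre-reduced with 400 uM NADPH for 5 min at room temperature, then incubated with compound for 15 min. After 400 uM selenite was added, NADPH fluorescence (Ex 340/Em 450 nm) was followed for 8 min.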
Starred values were filed as active, the others as inactive; i = inactive; ? = inconclusive; . = no result given; & = joins results of further samples; [ ] = remark or other dose. Unless noted, calls come from the whole dose curve; as a rule, active = well fitted curve in the direction sought with a large enough effect; inconclusive = small, poorly fitted or top-dose-only effect, or another doubt; inactive = no such curve, though single readings can be large; an effect the other way counts as inactive or inconclusive. The list is partial; the hit share may differ from the screen's.

USP1-UAF1 inh,rTrxR1 inhibitor,PGK inhibitor,mIDH1 inhibitor,GLS inh,Pin1 inh,PI4K2A inh,HP1b binding inh,TrxR1 substrate,SMILES
-18.0%,40.0%[57.1 µM],-6.8%,3.3%,22.1%,-7.4%,0.4,16.6%,9.2%,CC1CCN(C(=O)c2ccc3c(c2)OCCO3)CC1
-7.7%&-7.4%,4.7%&36.1%[57.1 µM],11.4%&-2.0%,-13.9%&14.8%,-0.6%&-24.2%,-2.2%&11.2%,-5.3&-2.7,4.2%&7.6%,3.1%&11.8%[57.1 µM],Cc1ccc(CNC(=O)CCCn2nc(C)c3c(C)n(-c4ccccc4)nc3c2=O)cc1
-9.1%,28.0%[57.1 µM],i,12.3%,-5.2%,-3.3%,0.4,38.1%,3.6%[57.1 µM],CC(=O)NC12CC3CC(C1)CC(C(=O)Nc1nccs1)(C3)C2
-19.2%,28.2%[57.1 µM],-2.8%,5.5%,2.3%,-2.7%,6.0,23.3%,8.3%[57.1 µM],N#CCCN(CCN1CCCC1)S(=O)(=O)c1ccc(-c2ccc([N+](=O)[O-])cc2)cc1
-9.0%,0.9%,-0.1%,0.4%,7.2%,5.8%,-6.7,12.1%,-8.2%,O=C1C2C3C=CC(CC3)C2C(=O)N1c1ccc2c(c1)OCO2 (centres undefined)
-12.8%,-11.4%,i,6.1%,-9.1%,0.6%,-2.9,28.4%,-10.2%,CCN1CCCC1CNCc1cccc(OC)c1OCc1ccccc1 (centres undefined)
-18.8%,6.0%,-4.2%,6.3%,-3.2%,3.3%,0.4,61.7%[activator],3.0%,O=C(CSc1nnc2ccccn12)c1ccc(Cl)cc1
-14.3%,10.7%,-1.6%,0.5%,-11.9%,7.7%,1.1,42.8%[activator],0.5%,Cc1nc2ncnn2c(C)c1CCC(=O)NCCC1=CCCCC1
-17.7%,13.6%[57.1 µM],-3.1%,-3.2%,-8.2%,-2.7%,-5.2,7.1%,-5.8%[57.1 µM],COc1cc(C(=O)Nc2ccc(S(=O)(=O)Nc3onc(C)c3C)cc2)cc(OC)c1OC
5.2%,15.8%,-0.1%,18.6%,-6.3%,-10.8%,-1.7,6.1%,10.1%[11.4 µM],Cc1ccc2oc(-c3cccc(NC(=O)c4sc5c([N+](=O)[O-])cccc5c4Cl)c3)nc2c1
-3.9%,6.1%,i,-1.3%,0.1%,-15.1%,0.2,?,1.5%,CCOc1ccccc1N1CCN(Cc2ccc(OC)c(OC)c2OC)CC1
0.1%,-13.1%,-2.9%,3.0%,7.1%,?,1.3,2.4%,-12.7%,O=C(N1CCN(c2cccc(Cl)c2)CC1)C1(c2cccs2)CCOCC1
-5.1%,1.5%[57.1 µM],-2.2%,2.2%,28.4%,-5.3%,3.1,37.6%[activator],19.3%[57.1 µM],CCCC(=O)Nc1c(O)c2ccccc2[nH]c1=O
-23.4%,1.3%,-7.8%,10.1%,0.6%,0.9%,7.0,39.4%[activator],-2.6%,O=C1CCC2CCCCC2(O)O1 (centres undefined)
-14.6%,-34.3%&-30.6%,-15.3%,-4.7%,2.0%,1.7%&0.9%,-25.7,19.4%&37.8%,878.0%[activator],CC(=O)c1ccc(-c2nc3ccccc3n2C)o1
-26.2%,-2.2%,-12.7%,3.8%,-1.4%,32.2%[activator],-9.8,20.7%,2.1%,Cc1ccc(OCC(=O)Nc2nnc(S(=O)(=O)N3CCCCC3)s2)cc1
-3.5%,-17.9%,i,-4.0%,41.6%[activator],-5.2%,1.5,14.4%,-11.2%,O=C(O)c1cccc(NS(=O)(=O)c2cc(S(=O)(=O)c3ccc(Cl)cc3)ccc2Cl)c1
-26.0%,10.3%,1.9%,2.2%,6.2%,-8.4%,-1.4,?,-0.2%,CCN(CCO)Cc1cn[nH]c1-c1ccc(C)c(C)c1
-8.4%,2.6%[57.1 µM],-8.5%,-12.0%,-2.4%,-2.9%,-0.1,38.8%,-2.1%[57.1 µM],COc1cccc(NC(=O)CN(C)C(=O)CNC(=O)c2ccc(C)s2)c1
-5.4%,?,-9.1%,3.8%,0.0%,.,1.5,?,-6.6%,CCCN1C(=O)/C(=c2\sc3nc(=O)c(Cc4ccc(C)cc4)nn3c2=O)c2ccccc21

Structural class: the compounds so far containing an NH in an aromatic ring.
USP1-UAF1 inh,rTrxR1 inhibitor,PGK inhibitor,mIDH1 inhibitor,GLS inh,Pin1 inh,PI4K2A inh,HP1b binding inh,TrxR1 substrate,SMILES
-5.1%,1.5%[57.1 µM],-2.2%,2.2%,28.4%,-5.3%,3.1,37.6%[activator],19.3%[57.1 µM],CCCC(=O)Nc1c(O)c2ccccc2[nH]c1=O
-26.0%,10.3%,1.9%,2.2%,6.2%,-8.4%,-1.4,?,-0.2%,CCN(CCO)Cc1cn[nH]c1-c1ccc(C)c(C)c1

Continued:
USP1-UAF1 inh,rTrxR1 inhibitor,PGK inhibitor,mIDH1 inhibitor,GLS inh,Pin1 inh,PI4K2A inh,HP1b binding inh,TrxR1 substrate,SMILES
-21.1%,-8.8%[57.1 µM],-1.7%,7.4%,-3.4%,-5.0%,15.1,7.1%,-1.1%[57.1 µM],O=S(=O)(Nc1ncccn1)c1ccc(NC(=S)NCCc2ccc(Cl)cc2)cc1
-14.7%,21.1%,8.0%,-2.0%,-18.4%,-1.2%,4.9,2.4%,-0.2%,Cc1ccc(S(=O)(=O)N2CCC[C@H]2C(=O)Oc2ccccc2)cc1
-8.5%,4.0%,0.5%,4.6%,-2.5%,-9.9%,-1.7,32.8%,4.0%,CCOCCCNC(=O)C(Cc1ccccc1)NC(=O)c1ccco1 (centres undefined)
-5.6%,1.2%,-0.4%,-2.2%,2.0%,-3.5%,-4.2,17.4%,-1.8%,Cc1cc(C(=O)N2CCc3ccccc32)n(-c2ccccc2)n1
-21.9%,5.5%,-4.4%,5.9%,-1.1%,0.9%,-0.9,30.0%,4.6%,CCOP(=O)(OCC)c1nc(-c2ccc(Cl)cc2Cl)oc1N1CCOCC1
-10.4%,-1.6%[57.1 µM],5.7%,-1.6%,-3.5%,27.1%,0.4,22.1%,8.8%[57.1 µM],CC(=O)C1=C(C)NC(=O)NC1c1cc(Br)ccc1OCC(N)=O (centres undefined)
-8.1%,12.7%,-8.8%,0.0%,-1.0%,1.1%,-3.0,13.5%,0.9%,O=C(NCCCN1CCOCC1)c1cccs1
-43.0%,14.5%,8.3%,-2.9%,-8.8%,-2.7%,-1.5,53.9%[activator],9.2%,Cc1ccc(CNC(=O)C(C)n2nc(C)c3sc4ccccc4c3c2=O)cc1 (centres undefined)
-0.9%,13.3%,2.2%,-4.2%,14.4%,-0.4%,6.4,26.8%,1.0%,CN(Cc1cn[nH]c1-c1ccc2c(c1)OCO2)C1CCOCC1
-11.6%,9.6%,-3.9%,9.3%,-15.6%,-1.6%,13.7,43.8%[activator],15.3%[57.1 µM],O=c1c2cc(-c3ccccc3)sc2ncn1-n1cccc1
-15.7%,3.4%,-0.5%,3.9%,0.1%,-4.2%,4.7,35.4%,-2.0%,CCc1ccc(CN(C)C(C)C(=O)NCc2ccccc2)cc1 (centres undefined)
-13.2%,10.7%[57.1 µM],-5.4%,3.2%,1.5%,3.3%,0.6,38.6%,4.8%,CC1(C)CCC[C@@]2(C)CC=C(C(=O)O)[C@@H]3C[C@]312
-24.0%,20.9%,?,11.8%,?,0.8%,-28.8,15.5%,14.7%,COc1ccc(C(=O)Nc2nc3ccccc3s2)c(OC)c1

Quoted from the listing.
`CC1(C)CCC[C@@]2(C)CC=C(C(=O)O)[C@@H]3C[C@]312` | mIDH1 inhibitor: 3.2%
`CN(Cc1cn[nH]c1-c1ccc2c(c1)OCO2)C1CCOCC1` | PI4K2A inh: 6.4
